LDHA block – blocks human lactate dehydrogenase A; activity change, % (values are at about 110 or 230 µM); purified LDHA, NADH/diaphorase-resazurin fluorescence; stronger effect = lower value; AID 1347041; P00338; actives 0.15% (n = 480,000); in the data active = activity change below about -30%; inconclusive = mostly about -25% to -30%;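 note: plate controls were DMSO wells for no effect and wells without enzyme for full effect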
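LDH5 2 nM; NADH 0.06 mM, pyruvate 0.2 mM; 200 mM Tris pH 7.4, EDTA, Tween-20; 5 min RT. Detection: diaphorase 0.133 mg/mL + resazurin 37 µM, fluorescence ex540/em590 at 0 and 20 min; normalized to enzyme-free and DMSO wells.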
APEX1 inh – blocks human APE1 abasic DNA cleavage | P27695 | recombinant APE1, TAMRA/BHQ-2 abasic DNA cleavage fluorescence | actives 0.35% (n = 350,000) | AID 2517 | Potency, µM (highest dose often 65.8 µM), for the others: top-dose activity change, negative = inhibition, hits mostly inhibitors;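 note: potency is the fitted concentration of half-maximal effect; plate controls were vehicle for no effect and reference inhibitor for full effect; nearly all actives have a fitted effect of over 55% in size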
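APE1 at 0.75 nM preincubated 15 min at room temperature with compound. Reaction then started with 50 nM double-stranded THF-abasic substrate labelled with TAMRA/BHQ-2, and 525/598 nm fluorescence read kinetically. Activity taken as third-minus-first read difference, normalized to DMSO and NSC13755 controls.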
ERG-DNA inh – blocks human ERG Ets domain binding to DNA; fluorescence polarization, His-ERG Ets domain / labelled DNA; P11308; actives 0.028% (n = 370,000); Potency, µM (top dose mostly 76.9 µM), inactives show top-dose FP activity, negative = inhibition, hits mostly inhibitors; active = well fitted inhibition curve with a large enough effect in the polarisation, with a control signal flat; inconclusive = small, poorly fitted or top-dose-only effect, or effect the other way, or a change in a side signal; inactive = no such curve, though single readings can be large or run the other way; the % refers to the polarisation;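 note: polarization taken with two DNA probes labelled with fluorescein and Texas red; potency is the fitted concentration of half-maximal effect; % of control where 0% means no effect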
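His-tagged ERG Ets domain (1 uM in the protein solution; 300mM KCl, 50mM Tris-HCl, 1mM EDTA, 1mM DTT, pH 7.5) received compound, then a probe mix of 5 nM fluorescein-DNA and 100nM Texas-615-DNA. Fluorescence polarization was read for both dyes.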
RGS4 inh – human RGS4 inhibition; Transcreener GDP fluorescence polarization, RGS4-accelerated GTP hydrolysis; Potency, µM (doses to about 114 µM), inactives show at the highest dose activity change, negative = inhibition, usual class: inhibitors; P49798; actives 0.039% (n = 390,000); note: potency is the fitted concentration of half-maximal effect; % is set by controls: 0 for no effect and ±100 for the full control effect; nearly all actives have a fitted effect of over 75% in size; some results filed as inactive show a strong effect at the top dose
Target sequence (P49798 whole entry, looked up): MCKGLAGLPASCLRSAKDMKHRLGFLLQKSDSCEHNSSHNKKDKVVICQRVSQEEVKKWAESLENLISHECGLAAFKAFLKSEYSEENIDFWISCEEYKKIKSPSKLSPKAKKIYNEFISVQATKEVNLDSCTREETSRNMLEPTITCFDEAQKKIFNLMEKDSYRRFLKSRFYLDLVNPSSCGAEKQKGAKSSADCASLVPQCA
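MLSMR compounds (23 nl, pin-transferred) preincubated 10 min at room temperature with a 500nM (2x) first reagent, then RGS4 at 900nM (2x) plus Transcreener GDP mix added; fluorescence polarization (620/688 nm) read before and after 90 min at 30 °C.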
Pol beta inh – DNA polymerase beta (human) inhibition. P06746. Pol beta primer extension/strand displacement, fluorescence kinetic. Potency, µM (series often up to 114 µM), inactives show at the top dose activity change, negative = inhibition, most hits filed as inhibitors. actives 1.3% (n = 340,000). AID 485314; note: potency is the fitted concentration of half-maximal effect; % is set by controls: 0 for no effect and ±100 for the full control effect
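Pol beta (10 nM) and compounds were preincubated 15 min at room temperature, then 50 nM substrate (final) started primer extension/strand displacement. Reads were taken at 0 and 10 min; concentration-response data were fitted to a four-parameter Hill equation.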
POLH inh – DNA polymerase eta (human) inhibition; Q9Y253; recombinant Pol eta, fluorescent DNA replication assay; Potency, µM (highest dose often 114 µM), for inactives: at the highest dose activity change, negative = inhibition, hits mostly inhibitors; actives 1.2% (n = 390,000); AID 588591; note: potency is the fitted concentration of half-maximal effect; % is set by controls: 0 for no effect and ±100 for the full control effect
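Fluorescent replication assay: 50 nM final substrate added after a 15 min room-temperature compound preincubation with 10 nM enzyme. Signal taken at 0 min and again at 10 min.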
POLK inh – blocks human DNA polymerase kappa activity; Q9UBT6; purified Pol kappa, fluorescent DNA synthesis assay, 10 min; Potency, µM (titrated, usually from 107 µM), for the others: top-dose activity, negative = inhibition, hits mostly inhibitors; actives 0.53% (n = 400,000); AID 588579; note: potency is the fitted concentration of half-maximal effect; % is set by controls: 0 for no effect and ±100 for the full control effect
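Readout: fluorescence, taken kinetically at 0 and 10 min. Conditions: 10 nM Pol kappa, 15 min RT compound preincubation, 50 nM substrate final. Controls: enzyme-free buffer wells.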
12-LOX inh – ALOX12 (human) lipoxygenase inhibition. actives 1.1% (n = 580,000). P18054. purified 12hLO, xylenol orange hydroperoxide absorbance. Potency, µM (titrated, usually from 108 µM), for the others: top-dose activity change, negative = inhibition, actives largely listed as inhibitors. AID 1671190; note: potency is the fitted concentration of half-maximal effect; % is set by controls: 0 for no effect and ±100 for the full control effect
Target sequence (P18054 whole entry, looked up): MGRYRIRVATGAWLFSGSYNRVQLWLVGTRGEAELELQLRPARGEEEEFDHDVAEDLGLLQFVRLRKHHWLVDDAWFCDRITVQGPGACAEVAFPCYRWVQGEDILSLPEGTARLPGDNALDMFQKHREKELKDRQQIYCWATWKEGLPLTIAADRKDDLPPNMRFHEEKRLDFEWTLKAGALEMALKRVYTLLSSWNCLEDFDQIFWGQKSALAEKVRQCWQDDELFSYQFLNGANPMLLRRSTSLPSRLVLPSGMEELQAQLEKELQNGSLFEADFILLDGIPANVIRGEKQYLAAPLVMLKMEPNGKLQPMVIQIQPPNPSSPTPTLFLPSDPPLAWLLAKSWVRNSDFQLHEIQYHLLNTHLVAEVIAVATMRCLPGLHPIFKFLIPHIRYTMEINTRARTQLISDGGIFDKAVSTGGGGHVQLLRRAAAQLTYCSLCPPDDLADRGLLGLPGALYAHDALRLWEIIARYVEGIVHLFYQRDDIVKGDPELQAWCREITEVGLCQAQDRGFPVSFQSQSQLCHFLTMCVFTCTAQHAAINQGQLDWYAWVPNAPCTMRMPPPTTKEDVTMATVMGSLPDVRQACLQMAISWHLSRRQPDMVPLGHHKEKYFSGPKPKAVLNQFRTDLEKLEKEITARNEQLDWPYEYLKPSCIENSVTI
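Hydroperoxide product was detected by ferrous iron/xylenol orange as the 573 to 405 nm absorbance ratio. Arachidonic acid at 40 uM (final) was turned over for 30 min at room temperature by 150 nM human 12hLO, pH 7.0 Hepes buffer, after 15 min compound preincubation.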
Apoferritin bind – binds horse apoferritin like a general anesthetic; apoferritin/1-aminoanthracene competitive binding, fluorescence; AID 485281; Potency, µM (titrated, usually from 77.5 µM), inactives show at the highest dose activity change, negative = displacement, usual class: inhibitors; actives 0.074% (n = 350,000); note: potency is the fitted concentration of half-maximal effect; % is set by controls: 0 for no effect and ±100 for the full control effect; nearly all actives have a fitted effect of over 20% in size
Target sequence (P02791 2-175 limits assumed): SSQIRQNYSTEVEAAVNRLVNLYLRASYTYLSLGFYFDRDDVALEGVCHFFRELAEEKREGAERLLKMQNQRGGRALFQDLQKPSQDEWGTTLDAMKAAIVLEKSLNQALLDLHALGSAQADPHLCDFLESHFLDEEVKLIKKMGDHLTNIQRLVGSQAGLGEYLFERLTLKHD
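Concentration-response curves derived by four-parameter Hill fitting of normalized fluorescence, where compounds displaced 1-AMA from 10 uM horse apoferritin following a brief 10 min room-temperature incubation; propofol titration acted as positive control.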
An asterisk follows results filed as active; ? = inconclusive; · = not tested or not shown; & = joins results of further samples; [ ] = dose if it differs, or a comment. Unless noted, calls come from the whole dose curve; as a rule, active = well fitted curve in the direction sought with a large enough effect; inconclusive = small, poorly fitted or top-dose-only effect, or another doubt; inactive = no such curve, though single readings can be large; an effect the other way counts as inactive or inconclusive.

SMILES	LDHA block	APEX1 inh	ERG-DNA inh	RGS4 inh	Pol beta inh	POLH inh	POLK inh	12-LOX inh	Apoferritin bind
Clc1cccc(Cl)c1CNc1ccc(N2CCCC2)cc1	20.8	?	24.3%	?	1.3%	-5.6%	-12.2%	?	-13.9%
COc1ccc(/C=N/N=C2/NC(=O)C(CC(=O)O)S2)cc1OCc1ccc(Cl)cc1Cl (centres undefined)	-45.5*	?	-0.8%	-17.7%	-10.3%	?	-26.4%	-28.4%	-0.5%
O=[N+]([O-])c1ccc(Cl)c(CN2CCCCCC2)c1	-21.2	39.9%[activator]	0.2%	26.7%	1.1%	6.8%	-5.9%	0.562µM*	?
CCN(c1cc(C)cc(C)c1)S(=O)(=O)c1nnc(NC(=O)c2ccco2)s1	-3.6&-23.3	71.6%[activator]	3.7%&-0.9%	-25.3%[56.9 µM]	-4.0%&-1.1%	-2.7%&-14.4%	-10.2%&-2.7%	11.4%&0.0%	17.1%&-11.2%
COc1ccc(N/C=C\C(=O)c2ccc3c(c2)OCO3)cc1OC	-1.8	13.0%	2.5%	-24.2%	52.7%	-19.7%	-3.3%	-16.9%	-13.0%
CSC(=NS(=O)(=O)c1ccc(N)cc1)NS(=O)(=O)c1cccs1	-5.6	·	-13.6%	-3.9%	·	-0.8%	-6.8%	-27.2%	·
Cc1cc(NC(=O)CSCC(=O)N2CCN(c3cccc(C(F)(F)F)c3)CC2)no1	-0.1	38.8%	-2.3%	-8.0%	·	-15.9%	-0.1%	6.0%	·
Cc1ccc(-c2nn(-c3ccccc3)cc2/C=N/n2c(-c3ccncc3)n[nH]c2=S)cc1	-8.5	0.8%	-6.6%	-5.6%	?	?	-8.0%	?	4.8%
CCN(CC)c1ccc(NC(=O)COc2ccccc2C)cc1S(=O)(=O)Nc1ccccc1OC	-4.3	-8.5%	3.3%	-41.1%	15.4%	-8.9%	-1.6%	?	14.0%
Cc1ccc(C)n1-c1ccc(N2CCOCC2)c([N+](=O)[O-])c1	-1.9	3.0%	-0.2%	11.3%	10.7%	-6.2%	-24.6%	45.0%[activator]	-11.7%

12-LOX inh: entries above that show a hit.
compound	ERG-DNA inh	RGS4 inh	Pol beta inh	POLH inh	POLK inh	12-LOX inh
O=[N+]([O-])c1ccc(Cl)c(CN2CCCCCC2)c1	0.2%	26.7%	1.1%	6.8%	-5.9%	0.562µM*

Continuation:
SMILES	LDHA block	APEX1 inh	ERG-DNA inh	RGS4 inh	Pol beta inh	POLH inh	POLK inh	12-LOX inh	Apoferritin bind
COc1ccc(Nc2ncc3c(n2)CC(c2ccccc2)CC3=O)cc1 (centres undefined)	-2.0	-5.7%	-1.6%	6.3%	3.7%	-17.7%	-11.3%	-0.4%	-16.1%
CC(C)C[C@H](NC(=O)c1cc2cc(Cl)ccc2n1C)C(=O)N1CCC(C(=O)O)CC1	-4.1	11.5%	3.9%	17.4%	-16.1%	2.2%	-10.4%	-12.2%	-13.2%
CCN(c1ccccc1)S(=O)(=O)c1cccc(C(=O)NCC(c2ccco2)N2CCCCC2)c1 (centres undefined)	-1.7	·	-6.0%	12.3%	·	-23.9%	4.5%	0.0%	·
CC1CCN(S(=O)(=O)c2ccc(NC(=O)CN3CCN(C)CC3)cc2)CC1	-40.9*	3.2%	-6.3%	15.7%	26.9%	-10.5%	-6.9%	?	-5.9%
O=[N+]([O-])c1ccc(N2CCNCC2)cc1NCc1cccnc1	-1.3	-2.1%	-3.8%	-2.6%	8.9%	-13.3%	-5.2%	-0.1%	4.4%
CCn1c(CNC(=O)c2cccc(C)c2)nnc1SCC(=O)NC1=NCCS1	-4.4	16.4%	0.2%	7.5%	-26.2%	4.7%	-20.8%	-14.6%	-2.4%
Cc1ccc2[nH]c(=O)c(CN(Cc3nnnn3C3CCCC3)C3CCCCC3)cc2c1	5.5	14.8%	·	-13.9%	17.7%	-0.6%	-13.3%	?	-15.3%
NC(=O)CSc1nc2sc3c(c2c2ncnn12)CCCC3	-4.1	4.7%	-0.5%	14.9%	-0.3%	?	-10.4%	0.2%	-11.1%
N#Cc1ccc(NS(=O)(=O)c2ccc(-c3cnc(C4CC4)o3)cc2)cc1	-14.5	·	9.1%	4.3%	-21.3%	-3.4%	-7.6%[60.1 µM]	?	-8.7%
Cc1ccc(CCNC(=O)CS(=O)Cc2nc(-c3cccc(C)c3)oc2C)cc1 (centres undefined)	-8.6	-0.2%	-4.4%	-39.5%	?	-1.0%	-18.7%	42.5%[activator]	1.3%
Cc1c(NC(=O)COC(=O)c2cc(-c3cccc4ccccc34)nc3ccccc23)c(=O)n(-c2ccccc2)n1C	1.4	-3.5%	-2.9%	-0.1%	7.0%	-8.9%	-8.0%	-15.3%	-9.0%
COc1ccc(OC)c(NC(=O)C2CCN(S(=O)(=O)c3ccc4c(c3)CCCC(=O)N4)CC2)c1	-1.7	·	2.0%	2.8%	14.5%	-16.8%	-0.3%	-3.0%	-5.2%
CCCCNc1nc2c(S(=O)(=O)c3ccc(Br)cc3)nnn2c2ccsc12	-8.3	·	8.6%	16.9%	29.9%	2.5%	-0.7%	-6.7%	8.3%
COc1ccc(Cl)cc1NC(=O)CSc1nnc(COc2ccccc2)n1N	-0.8	-0.1%	4.3%	24.3%	2.5%	-5.4%	-8.7%	9.9%	-11.1%
Cc1ccc(N2C(=O)C3CC(c4ccccc4)=C4C5C=CC(C6C(=O)N(c7ccc(C)cc7C)C(=O)C56)C4C3C2=O)c(C)c1 (centres undefined)	-5.1	-3.4%	-5.5%	30.9%	-4.4%	2.7%	-9.0%	·	-6.8%
Cc1nc(C)c(-c2ccc(SCC(=O)Nc3ccccc3F)nn2)s1	-0.4	·	-1.4%	-31.9%	-27.6%	-20.4%	-3.2%[60.1 µM]	-18.0%	22.4µM*
CCCc1nc(S(=O)(=O)Cc2ccc(Cl)cc2Cl)n[nH]1	-4.9	21.2%	-6.6%	-0.7%	9.3%	6.0%	-11.1%	-5.6%	-4.1%
O=C(CCC1CCCN(C(=O)c2ccc3c(c2)OCO3)C1)N1CCN(c2ccccn2)CC1 (centres undefined)	-13.5	12.3%	-9.9%	6.8%	2.5%	-0.9%	9.5%	6.3%	-3.4%
CN(CC(=O)Nc1ccc(F)cc1)CC(=O)N1CCCC1	-6.9	41.7%[activator]	·	19.0%	·	-2.8%	4.4%	-4.6%	·
c1ccc(-c2csc(N3CCN(c4ccccn4)CC3)n2)cc1	-6.5	-5.5%	6.3%	1.2%	-6.1%	-10.1%	-4.4%	18.0%	2.3%
CC(C)(C)C1CCC(OC(=O)CN2CCOCC2)CC1 (centres undefined)	0.2	3.4%	-1.1%	-10.3%	16.0%	-15.9%	7.4%	18.3%	-23.8%
Cc1nn(C(=O)CCC(=O)NCc2ccc(OC(C)C)cc2)c2ccccc12	-2.4	-3.9%	-4.8%	-22.4%[56.9 µM]	36.6%	-12.6%	16.6%	2.0%	-6.8%
CC(C)CCn1nnnc1C(c1ccc(N(C)C)cc1)N1CCN(C(=O)c2ccco2)CC1 (centres undefined)	0.4	2.2%	-6.8%	-25.2%	23.8%	0.5%	-15.7%	5.6%	?
CC1CCN(CC(O)COc2ccc(-c3ccccc3)cc2)CC1 (centres undefined)	-3.3	35.8%	12.2%	28.9%	2.2%	-4.5%	-11.1%	-4.3%	?
COc1cc(-c2nn3c(C4CCCCC4)nnc3s2)cc(OC)c1OC	-4.2	3.5%	1.4%	-13.5%	28.1%	-0.2%	-10.8%	25.1µM*	-12.8%
COc1ccc(CNC(=O)c2cc(S(=O)(=O)N3CCOCC3)cn2C)cc1	-0.2	11.5%	-5.6%	-14.3%	4.6%	-5.6%	-12.6%	11.8%[57.4 µM]	-6.2%
COC(=O)c1nc2nc(-c3cccs3)cc(C(F)(F)F)n2n1	-4.1	1.4%	-2.9%	-15.3%	3.1%	-18.5%	6.0%	-9.5%	122.8%[activator]
CCN(CC)C(=O)C(=O)Nc1ccc(Oc2ccccc2)cc1	-3.7	4.0%	17.1%	-24.5%	-10.1%	-17.3%	-1.4%	-8.8%	-20.0%
COc1cccc(-c2nnc(-c3ccc(C(F)(F)F)cc3)o2)c1	-1.0	13.2%	-1.8%	-8.8%	17.1%	-17.1%	-2.7%	-2.5%	-0.8%
O=C1NC(=O)/C(=C\c2cn(Cc3ccccc3F)c3ccccc23)N1	-8.7	1.9%	-1.2%	-3.3%	0.7%	-18.7%	-1.1%	?	?
Cc1ccc(C)c(N=C2CCCN2Cc2ccccc2)c1C#N	1.3	-2.2%	·	7.2%	-1.1%	-11.8%	-19.7%	14.6%	-6.5%
COc1ccccc1CCNC(=O)c1cc(C2CC2)nc2c1cnn2C(C)C	3.2	14.5%	-2.2%	4.0%	·	-21.2%	-4.1%	?	·
CCOC(=O)c1ccc(Nc2ccc(-c3ccc(OC)c(OC)c3)nn2)cc1	-6.0	11.4%	-3.5%	-2.1%	17.0%	-2.1%	-8.6%	-28.5%	?
CCOC(=O)C1=C(c2cccc(F)c2)NC(=S)NC1C (centres undefined)	-7.7	-0.4%	9.9%	?	1.0%	-6.1%	-5.6%	6.2%	92.8%[activator]

Not all compounds are listed; the hit share may differ from the screen's.
